# PLAP act: activators of human placental alkaline phosphatase; hit rate 1.2% among 96,000; purified PLAP enzyme, luminescent substrate read-out; stronger effect = higher value; activation fold at 20 µM; in the data active means activation fold above about 2
# Target sequence (P05187 whole entry, looked up): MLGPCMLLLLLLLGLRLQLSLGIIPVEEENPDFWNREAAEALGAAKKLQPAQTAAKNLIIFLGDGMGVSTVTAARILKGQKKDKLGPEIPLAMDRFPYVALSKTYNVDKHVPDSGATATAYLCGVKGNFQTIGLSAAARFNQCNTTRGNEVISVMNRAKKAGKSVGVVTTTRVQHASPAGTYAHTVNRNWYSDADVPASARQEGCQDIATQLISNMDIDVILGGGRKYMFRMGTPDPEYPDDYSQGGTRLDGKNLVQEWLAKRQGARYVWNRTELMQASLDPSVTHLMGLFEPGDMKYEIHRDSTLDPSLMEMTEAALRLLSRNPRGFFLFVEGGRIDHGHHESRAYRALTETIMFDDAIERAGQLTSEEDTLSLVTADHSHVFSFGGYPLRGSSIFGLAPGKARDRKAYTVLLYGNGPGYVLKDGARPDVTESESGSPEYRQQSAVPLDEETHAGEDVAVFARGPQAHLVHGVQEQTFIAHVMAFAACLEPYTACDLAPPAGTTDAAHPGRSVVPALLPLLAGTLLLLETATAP
# CD11b adhes inh: CD11b/CD18-fibrinogen binding inhibition; P05107+P11215; K562 CD11b/CD18 adhesion to fibrinogen, ATPlite luminescence; Mn2+ added to activate the integrin; inhibition, % at 10 µM; hit rate 0.54% among 93,000; AID 1497;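 active means primary inhibition of 50% or more at 10 µM, then 40% or more on retest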; further: some results filed as inactive read as strong as hits
# Ecoli WT expand: E. coli BW25113 growth inhibition, expanded screen. growth inhibition, % at 100 µM. OD600 absorbance. hit rate 0.15% among 98,000;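 active means growth inhibition above about 50% at one test dose, limit read from the data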;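 further: growth measured after 20 h incubation at 37 °C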
# MT1-MMP txn act: MT1-MMP promoter transcription activation. HT1080 MT1-MMP promoter luciferase reporter, luminescence, overnight; stronger effect = higher value. activation factor at 10 µM. hit rate 0.16% among 86,000. AID 750;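 active means activation factor of at least 2 for MT1-MMP transcription at 10 µM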
# ERa SRC1 pot: enhances coactivator binding to human estrogen receptor alpha; P03372; TR-FRET ERalpha-LBD/SRC-Cy5 coactivator binding, 2 h; 100 = basal binding, no effect; coactivator binding (% of control), % at 25.6 µM; hit rate 1.3% among 86,000; AID 639; in the data active means activity above about 200%;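 further: binding measured in presence of low estradiol as agonist stimulus; 0% = peptide alone without receptor and 100% = receptor with peptide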
# FAK blocker: FAK (human) kinase inhibition; biochemical FAK kinase activity assay; inhibition, %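 (tested at 7 µM)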; Q05397; hit rate 0.84% among 97,000; in the data active means inhibition above about 19%;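 further: 0% = DMSO and 100% = reference compound high control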
# CD11b adhes enh: increases human CD11b/CD18 adhesion to fibrinogen; activation, % at 10 µM; AID 1499; hit rate 0.07% among 93,000; K562 CD11b/CD18 adhesion to fibrinogen, ATPlite luminescence; P05107+P11215;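 active means 10 µM primary screen giving 50% or more activity, confirmed by 40% or more on retest at that dose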; further: strong numbers were not always called active; reference of the scale not given here
# ERb SRC1 inh: ER-beta (human) coactivator binding inhibition. hit rate 1.3% among 86,000. Q92731. TR-FRET ER-beta LBD / SRC1-Cy5 peptide binding; receptor agonist-loaded with 1 µM estradiol. inhibition, % at 25.6 µM;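 active means compounds whose percent inhibition of the receptor-coactivator binding signal exceeds about 50% in the single-dose screen, limit read from the data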;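 further: 0% = receptor plus peptide wells without compound and 100% = peptide-only wells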
# Target sequence (Q92731 whole entry, looked up, the tested form may be a part): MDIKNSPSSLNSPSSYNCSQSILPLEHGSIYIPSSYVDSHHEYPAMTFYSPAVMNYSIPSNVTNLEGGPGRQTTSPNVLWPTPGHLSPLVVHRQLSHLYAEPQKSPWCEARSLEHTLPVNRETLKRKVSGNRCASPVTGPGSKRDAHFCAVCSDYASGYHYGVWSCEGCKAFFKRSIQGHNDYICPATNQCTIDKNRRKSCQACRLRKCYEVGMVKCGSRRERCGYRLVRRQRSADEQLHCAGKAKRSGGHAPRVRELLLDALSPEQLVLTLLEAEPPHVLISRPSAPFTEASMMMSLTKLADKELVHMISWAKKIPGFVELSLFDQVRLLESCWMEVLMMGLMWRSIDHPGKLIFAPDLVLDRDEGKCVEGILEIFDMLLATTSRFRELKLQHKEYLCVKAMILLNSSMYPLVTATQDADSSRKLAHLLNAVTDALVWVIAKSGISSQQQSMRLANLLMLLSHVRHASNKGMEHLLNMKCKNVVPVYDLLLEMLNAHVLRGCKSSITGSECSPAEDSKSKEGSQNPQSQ
# ERa SRC1 inh: ER-alpha (human) coactivator binding inhibition | hit rate 1.7% among 86,000 | P03372 | inhibition, % at 25.6 µM | TR-FRET ER-alpha LBD / SRC-1 peptide, estradiol-bound; in the data active means inhibition above about 50%;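 further: 0% = receptor plus peptide control and 100% = peptide only without receptor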
# Starred values were filed as active, the others as inactive; nt = no result given; [ ] = dose if it differs, or a comment. Random draw from the library, and some 5.1% of all compounds hit somewhere here.
# Every second line gives: PLAP act	CD11b adhes inh	Ecoli WT expand	MT1-MMP txn act	ERa SRC1 pot	FAK blocker	CD11b adhes enh	ERb SRC1 inh	ERa SRC1 inh
1	CCS(=O)(=O)Nc1cccc(C(=O)CC2(O)C(=O)Nc3ccccc32)c1 (stereo unspecified)
    0.9	4	-2	1.2	128	1	-2	4[fluorescence artefact?]	-5
2	CC1=C(C(=O)Nc2ccccc2)C(c2ccc(C(C)C)cc2)N2C(=O)CSC2=N1 (stereo unspecified)
    0.8	-4	-7	nt	nt	1	-4	nt	nt
3	CC(C)COC(=O)c1ccc(NC(=O)C2C3C=CC(C3)C2C(=O)O)cc1 (stereo unspecified)
    1.3	5	8	1.8	93	0	0	5	4
4	CCCOc1ccccc1N/C(=N/c1nc(C)cc(C)n1)NC(=O)COc1ccc(OC)cc1
    2.4*	-18	-18	1.2	92	1	2	4[fluorescence artefact?]	6[fluorescence artefact?]
5	CNc1sc(C(=O)c2ccccc2F)c(N)c1-c1nc2ccccc2s1
    1.6	20	-20	2.1*	36[fluorescence artefact?]	4	-3	21	16
6	COc1cc2nc(=S)n3[nH]c(CCn4nc(C)cc4C)nc3c2cc1OC
    1.1	-17	1	1	nt	nt	4	nt	nt
7	CCO/C=C1\C(=O)N(c2ccccc2)C(=O)c2ccccc21
    0.9	-6	-9	1	119	nt	2	-2	-4
8	O=C(CSc1nc2ccccc2s1)NNC(=S)Nc1ccc(Br)cc1
    1	-1	-3	nt	nt	-8	-3	nt	nt
9	COc1ccc(OCCCC(=O)Nc2ccc3c(c2)OCCO3)cc1
    0.8	-12	-5	1.1	97	0	3	0	2
10	O=C(O)c1cn(-c2ccccc2)nc1-c1ccc(Cl)cc1
    nt	nt	nt	1.3	93	0	nt	10	14
11	O=C(C(Cl)Cl)N1c2ccccc2OCC1c1ccccc1 (stereo unspecified)
    1.1	54	3	nt	nt	-2	-7	nt	nt
12	COc1ccc2c(c1)cc(C)c1nnc(SCC(=O)N(C)c3nc(-c4ccccc4)cs3)n12
    1.3	-13	-20	nt	nt	-5	73	nt	nt
13	O=C(NC1CC2CCC(C1)N2C(=O)NCc1ccccc1)C1CC1 (stereo unspecified)
    0.9	0	2	1.1	105	-8	-6	-3	-4
14	O=C(Oc1ccc([N+](=O)[O-])cc1)c1ccc2ccccc2n1
    1	-40	-11	nt	nt	0	-2	nt	nt
15	O=C(C(c1ccccc1)c1ccccc1)N1CCN(Cc2ccncc2)CC1
    1.1	17	1	1.1	116	-5	-11	-7	0[fluorescence artefact?]

# Copied from the list:
# O=C(C(Cl)Cl)N1c2ccccc2OCC1c1ccccc1 (stereo unspecified) in Ecoli WT expand has 3
# O=C(O)c1cn(-c2ccccc2)nc1-c1ccc(Cl)cc1 in FAK blocker has 0
# O=C(C(c1ccccc1)c1ccccc1)N1CCN(Cc2ccncc2)CC1 in Ecoli WT expand has 1

# Next structures:
# Every second line gives: PLAP act	CD11b adhes inh	Ecoli WT expand	MT1-MMP txn act	ERa SRC1 pot	FAK blocker	CD11b adhes enh	ERb SRC1 inh	ERa SRC1 inh
16	CCSc1cc(N2CCCC2)nc(-c2ccccc2)n1
    1	1	4	nt	nt	0	-3	nt	nt
17	COc1cccc(-c2nnc(NC(=O)C(C)C)o2)c1
    0.9	-10	9	nt	88	-2	0	-3[fluorescence artefact?]	3[fluorescence artefact?]
18	Cc1cc(C(=O)Nc2ccon2)cs1
    1.2	5	10	1	103	-1	-5	0	-1
19	CCN1CCN(CC(O)COc2cccc(OC)c2)CC1 (stereo unspecified)
    0.9	-7	-7	1	nt	4	0	nt	nt
20	O=C1CCCc2c1cc(C(=O)NCc1ccco1)c(=O)n2-c1ccccc1
    1	5	2	1.2	121	-10	-6	12[fluorescence artefact?]	3
21	NCC/C=C1/c2ccccc2CSc2ccccc21
    nt	nt	nt	1.3	90[fluorescence artefact?]	3	nt	-11	-13
22	CCOC(=O)N1CCC(NC(=O)c2cccc3c2C(=O)N(c2ccc(OC)cc2)C3)CC1
    1.4	-12	-20	1	57[fluorescence artefact?]	44*	63	52*	72*[fluorescence artefact?]
23	COC(=O)Nc1nnc(Cc2ccc(Cl)cc2)s1
    1	-1	1	1.2	104	0	6	-15	2
24	Cc1cc2nc(SCC(=O)O)nc(C)c2cc1C
    1.1	-10	0	1	110	-4	4	-13	1
25	CSc1nsc(SCC(=O)Nc2cccc(C(C)=O)c2)n1
    0.9	0	0	1.2	122	-6	-1	-3	-15
26	CN=C1c2cc3c(Br)c(OC)ccc3n2CCN1C
    1	1	3	1.3	114	2	-5	-17	1[fluorescence artefact?]
27	CCc1ccc(N2CC(C(=O)OCC(=O)Nc3cc(C)on3)CC2=O)cc1 (stereo unspecified)
    0.9	-17	-1	1	127	1	4	1	-4
28	COc1ccc(OC(C)C(=O)N2CCN(c3ccccn3)CC2)cc1 (stereo unspecified)
    1	-18	2	1.2	106[fluorescence artefact?]	0	-4	-14	-6
29	CCc1ccc2[nH]c(=O)c(CN(Cc3ccc4c(c3)OCO4)C(=O)c3ccco3)cc2c1
    1	nt	-11	1.2	74	0	nt	41[fluorescence artefact?]	74*
30	Cc1ccc(NC(=O)Nc2ncccc2C)cc1
    1	nt	3	1.8	112	5	nt	-6	-8

# Ordered by the number under ERb SRC1 inh (lowest first): some entries from above.
no. | SMILES | PLAP act | CD11b adhes inh | MT1-MMP txn act | ERa SRC1 pot | FAK blocker | CD11b adhes enh | ERb SRC1 inh | ERa SRC1 inh
26 | CN=C1c2cc3c(Br)c(OC)ccc3n2CCN1C | 1 | 1 | 1.3 | 114 | 2 | -5 | -17 | 1[fluorescence artefact?]
21 | NCC/C=C1/c2ccccc2CSc2ccccc21 | nt | nt | 1.3 | 90[fluorescence artefact?] | 3 | nt | -11 | -13
25 | CSc1nsc(SCC(=O)Nc2cccc(C(C)=O)c2)n1 | 0.9 | 0 | 1.2 | 122 | -6 | -1 | -3 | -15

# Other entries
# Every second line gives: PLAP act	CD11b adhes inh	Ecoli WT expand	MT1-MMP txn act	ERa SRC1 pot	FAK blocker	CD11b adhes enh	ERb SRC1 inh	ERa SRC1 inh
31	COc1ccccc1C(=O)Nc1cc2c(ccc3ccccc32)oc1=O
    1.1	nt	-3	1	126	0	nt	14	41
32	O=S1(=O)N=C2CCCCCN2C(c2ccncc2)N1 (stereo unspecified)
    0.8	-13	2	1.1	103	-2	-2	3	3
33	COc1ccc(-c2nc(-c3cccs3)c(-c3cccs3)[nH]2)cc1O
    1.2	11	-5	1.2	39[fluorescence artefact?]	12	6	39[fluorescence artefact?]	24[fluorescence artefact?]
34	CCCCNc1nc(-c2ccccc2)cc(C(F)(F)F)c1C(N)=O
    nt	nt	nt	1.2	98	0	nt	-26	-22
35	COc1cccc(OC)c1OCCCCCc1c(C)n[nH]c1C
    1.6	17	9	1.3	100	1	54	-2	-2
36	Cc1ccc(NC(=O)Nc2ccc(C(=O)N3CCOCC3)cc2)cc1
    1.4	9	8	1.1	107	0	-2	-2	2
37	Cc1cc(C(=O)OCC(=O)NCc2ccco2)c(C)n1-c1ccccc1
    1.5	25	6	0.6	96[fluorescence artefact?]	nt	-2	28[fluorescence artefact?]	40[fluorescence artefact?]
38	O=C(CCCNS(=O)(=O)c1cccc2nsnc12)NCCc1ccccc1
    0.9	nt	6	1.1	77	-5	nt	15	9
39	c1ccc(-c2nc(NCCCn3ccnc3)c3oc4ccccc4c3n2)cc1
    1.7	nt	4	1.1	100	-5	nt	-4	-4
40	CCOc1ccc(NC(=O)N2CCN(c3nc4ccccc4s3)CC2)cc1
    1.1	-5	-8	1.1	118	0	-1	2	3
41	N#C/C(=C/c1ccccc1)c1nn(CCO)c(N)c1C#N
    1.1	-34	-8	nt	nt	-2	4	nt	nt
42	COc1cccc(C2NC(=O)NC(C)=C2C(=O)Nc2cccc(C)c2C)c1 (stereo unspecified)
    1.2	-2	-4	1.1	97	9	-2	-12	-13
43	COc1cc(OC)cc(C(=O)N2CCN(C(=O)COc3ccc4ccccc4c3)CC2)c1
    1.6	-8	-2	1.3	101	3	-2	-15[fluorescence artefact?]	-12
44	COc1ccc(Oc2cc(C)c3cccc(C)c3n2)cc1
    0.8	0	-6	1	107	0	2	0[fluorescence artefact?]	7[fluorescence artefact?]
45	O=C(c1ccccc1)c1coc2ccc(O)c(Cl)c12
    1.2	1	12	1.3	79	4	4	1	-3
46	O=C(NCC1CCCO1)c1ccccc1-c1nc(-c2ccc(Cl)cc2)no1 (stereo unspecified)
    1.3	-32	3	1.3	88	1	-4	2	-3
47	Nc1nc(-c2ccccc2)cc(-c2ccccc2O)n1
    1.2	3	-22	1.2	177	2	5	10	2
48	CCN(CC)C(=O)C(C)OC(=O)c1ccc(O)cc1 (stereo unspecified)
    1.1	3	1	nt	129	2	-2	-5	-4
49	CC(=NCC1CCCO1)C1=C(O)CC(C)(C)CC1=O (stereo unspecified)
    0.8	-27	-6	1	nt	-1	0	nt	nt
50	Cc1ccc(OCc2nnc(SCC(=O)NCc3ccco3)n2C)cc1
    nt	nt	nt	1.3	102	-1	nt	-7	-10
51	Cc1ccc(C2CC(c3ccccc3Cl)n3nc(N)nc3N2)cc1 (stereo unspecified)
    1	-15	-2	1.1	97	4	2	-5	2
52	C=CCNc1sc(C(=O)C(C)(C)C)c(N)c1C#N
    1	nt	-8	1	88[fluorescence artefact?]	4	nt	-10	-1
53	CC1CCN(C(=O)CSc2nnc(Cc3cccn3C)n2CCc2ccccc2)CC1
    1.4	14	3	1.1	101	nt	2	-4	3
54	CC(C)N(C(=O)CSc1nc2ccccc2n1Cc1ccc(F)cc1)C(C)C
    nt	nt	nt	1.2	89	-1	nt	-21	-1
55	Cc1cccc(OCc2nnc(SCC(=O)NCCc3ccccc3)o2)c1
    1.1	-2	-8	1.1	109	0	-6	-7[fluorescence artefact?]	2
56	Cc1cccc(C)c1NC(=O)C1CC(=O)N(C(C)C)C1 (stereo unspecified)
    1	-11	8	1.2	107	-3	0	3[fluorescence artefact?]	0[fluorescence artefact?]
57	Cc1cccc(OCCSc2nnc(-c3ccoc3C)n2C)c1
    1.3	2	-1	1.1	86	5	-2	-20	-5
58	Cc1nn(C)c(C)c1Sc1ccc(Br)cc1
    1.2	24	6	1.2	83	-1	-7	-2	1[fluorescence artefact?]
59	CCOc1ccccc1-c1nnc(SCC(=O)NC2CC3CCC2C3)n1CC (stereo unspecified)
    1.1	3	-8	1.2	107	1	8	1	-1
60	CC1(C)CC(=O)C2(CC3=C(CC(C)(C)CC3=O)O2)C(=O)C1
    1.2	16	0	1	105	0	-2	3	4

# Molecules listed so far containing a COOH group:
# Every second line gives: PLAP act	CD11b adhes inh	Ecoli WT expand	MT1-MMP txn act	ERa SRC1 pot	FAK blocker	CD11b adhes enh	ERb SRC1 inh	ERa SRC1 inh
3	CC(C)COC(=O)c1ccc(NC(=O)C2C3C=CC(C3)C2C(=O)O)cc1 (stereo unspecified)
    1.3	5	8	1.8	93	0	0	5	4
10	O=C(O)c1cn(-c2ccccc2)nc1-c1ccc(Cl)cc1
    nt	nt	nt	1.3	93	0	nt	10	14
24	Cc1cc2nc(SCC(=O)O)nc(C)c2cc1C
    1.1	-10	0	1	110	-4	4	-13	1

# Record cards, as listed above:
# Shown for CC(C)N(C(=O)CSc1nc2ccccc2n1Cc1ccc(F)cc1)C(C)C : PLAP act = nt; CD11b adhes inh = nt; Ecoli WT expand = nt; MT1-MMP txn act = 1.2; ERa SRC1 pot = 89; FAK blocker = -1; CD11b adhes enh = nt; ERb SRC1 inh = -21; ERa SRC1 inh = -1
# Shown for Nc1nc(-c2ccccc2)cc(-c2ccccc2O)n1 : PLAP act = 1.2; CD11b adhes inh = 3; Ecoli WT expand = -22; MT1-MMP txn act = 1.2; ERa SRC1 pot = 177; FAK blocker = 2; CD11b adhes enh = 5; ERb SRC1 inh = 10; ERa SRC1 inh = 2
